Screening data deposited in PubChem BioAssay by several laboratories.
Rpn11 block = Rpn11 (PSMD14) deubiquitinase inhibitors, primary screen, biochemical, fluorescence polarization, uHTS; 26S proteasome non-ATPase regulatory subunit 14 (Homo sapiens), O00487; human 26S proteasome, Ub4-pepOG fluorescence polarization; 20S core pre-blocked with epoxomicin; calls only at 20 µM; 360,000 compounds, 0.59% hits; AID 588493, 2011;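 active = inhibition at 20 µM, scaled to each plate's controls, above about 33%, limit read from the data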
Target sequence (O00487 whole entry, looked up): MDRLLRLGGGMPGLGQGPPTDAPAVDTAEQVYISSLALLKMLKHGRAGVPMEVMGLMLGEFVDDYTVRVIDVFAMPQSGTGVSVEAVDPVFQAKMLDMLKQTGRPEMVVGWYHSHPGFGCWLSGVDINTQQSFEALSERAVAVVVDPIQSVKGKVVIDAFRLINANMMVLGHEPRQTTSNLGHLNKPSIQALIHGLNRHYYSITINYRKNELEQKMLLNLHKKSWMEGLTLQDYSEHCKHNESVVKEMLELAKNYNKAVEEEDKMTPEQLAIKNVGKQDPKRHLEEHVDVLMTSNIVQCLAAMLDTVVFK
DNMT1 inh = human DNMT1 methyltransferase inhibitors, primary screen, biochemical, molecular beacon, fluorescence, HinP1I cleavage, uHTS. DNA (cytosine-5)-methyltransferase 1 (Homo sapiens), P26358. inhibition (reported as % activation of signal), % at 10 µM. 360,000 compounds, 0.83% hits; in the data active = inhibition above about 50%
Scp1 inh = Scp-1 phosphatase inhibitors, primary screen, biochemical, colorimetric, uHTS | Carboxy-terminal domain RNA polymerase II polypeptide A small phosphatase 1 (Homo … | Recombinant Scp1, phosphopeptide, malachite green phosphate absorbance | inhibition, % at 20 µM | 340,000 compounds, 0.88% hits | AID 493091, 2011;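 active = inhibition above about 50% at 20 µM, limit read from the data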;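 also: plate controls were DMSO wells with enzyme for no effect and wells lacking enzyme for full effect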
Target sequence (Q9GZU7 76-261 limits assumed): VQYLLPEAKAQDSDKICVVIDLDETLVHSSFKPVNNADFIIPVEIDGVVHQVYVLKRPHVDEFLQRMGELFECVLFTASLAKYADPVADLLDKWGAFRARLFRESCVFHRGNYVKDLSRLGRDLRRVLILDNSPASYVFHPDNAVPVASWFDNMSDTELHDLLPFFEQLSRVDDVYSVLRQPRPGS
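assay system = SCP-1 phosphatase catalytic domain, residues 76-261 | buffer or medium = 50 mM Tris acetate pH 5.5, 0.005% Tween-20, 10 mM MgCl2 | incubation = enzyme reaction 45 min at room temperature, colour 5 min, stabilisation 30 min | signal = Phosphate-binding colour reagent, absorbance read at 630 nm | measure = % inhibition at 20 µM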
NadD block = inhibitors of S. aureus NadD, primary screen, biochemical, colorimetric, uHTS | Nicotinate-nucleotide adenylyltransferase NadD (Staphylococcus aureus N315) | purified NadD enzyme, colorimetric absorbance read-out | inhibition, % at 20 µM | 360,000 compounds, 0.78% hits; in the data active = inhibition above about 26%; also: some compounds past the cut are filed as inactive
SUMO1-SIM PPI = modulators of SUMO1 protein-protein interactions, primary screen, biochemical, uHTS; Small ubiquitin-related modifier 1 (Homo sapiens), P63165; SUMO1 binding to a labelled peptide, TR-FRET, 1 h; inhibition, % at 20 µM; 360,000 compounds, 0.33% hits; AID 602429, 2012; in the data active = inhibition above about 37%
Target sequence (P63165 whole entry, looked up): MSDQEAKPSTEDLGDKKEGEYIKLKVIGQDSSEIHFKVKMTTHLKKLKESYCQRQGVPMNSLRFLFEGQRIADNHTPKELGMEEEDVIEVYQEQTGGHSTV
STEP inh = STEP phosphatase inhibitors, primary screen, biochemical, fluorescence intensity, uHTS; Tyrosine-protein phosphatase non-receptor type 5 (Homo sapiens), P54829; recombinant STEP, OMFP fluorogenic substrate; inhibition, % at 20 µM; 360,000 compounds, 0.25% hits;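 active = inhibition at 20 µM, scaled per plate between control wells, above about 37%, limit read from the data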;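 also: 0% = DMSO with enzyme and substrate and 100% = substrate only without enzyme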
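System: STEP phosphatase, cell-free reaction; Buffer or medium: Bis-Tris pH 6.0 buffer with DTT, detergent; Incubation: 20 min at room temperature, dark; Measured by: fluorescence, 480/540 nm.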
CSN inh = inhibitors of CSN-mediated cullin deneddylation, primary screen, biochemical, fluorescence polarization, uHTS. COP9 signalosome complex subunit 5 (Homo sapiens), Q92905. Purified CSN, SCF-Nedd8-OG deneddylation. inhibition, % at 12.5 µM. 360,000 compounds, 0.38% hits. AID 651999, 2013;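 active = pattern-corrected inhibition above about 35%, with an unprinted fluorescence ratio check between 0.5 and 1.5, limit read from the data, passing the limit was not always enough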;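 also: 0% = enzyme with substrate and 100% = substrate without enzyme; some results filed as inactive read as strong as hits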
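Assay system: HEK293T-derived human Csn5 enzyme; quantity: 0.24 nM enzyme; medium: Tris/NaCl/DTT buffer, pH 7.5; also added: substrate SCFSkp2-Nedd8OG, 10 nM; doses: 12.5 µM compound; schedule: 90 min reaction at room temperature; signal: FP; read-out: % inhibition of substrate cleavage by Csn5; benchmarks: substrate-only high control, full reaction low control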
MsrA inh = bovine MsrA enzyme inhibitors, primary screen, biochemical, absorbance, HTS; Methionine sulfoxide reductase A (Bos taurus); purified bovine MsrA, absorbance read-out; inhibition, % at 15.5 µM; 360,000 compounds, 0.75% hits; AID 651718, 2012; in the data active = inhibition above about 4.5%;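 also: 0% = vehicle wells with enzyme and 100% = reference inhibitor wells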
TbMetRS inhib = T. brucei MetRS inhibitors, primary screen, biochemical, luminescence | methionyl-tRNA synthetase (Trypanosoma brucei brucei) | purified T. brucei MetRS, ATP depletion, Kinase-Glo luminescence | inhibition, % at 11.9 µM | 360,000 compounds, 0.4% hits | AID 624268, 2012;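 active = inhibition above a per-plate cutoff of the control wells' mean inhibition plus 3 SD, cut at about 5.5% in these data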;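 also: 0% = DMSO wells median and 100% = median of wells with control inhibitor compound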
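Material – parasite MetRS enzyme · Medium – HEPES-MgCl2-KCl buffer plus DTT, spermine, BSA, pyrophosphatase · Reagent – ATP, methionine and E. coli bulk tRNA substrates · Times – 15 min enzyme-compound preincubation, 2 h reaction, 10 min detection, 25 °C · Measured by – luminescence of leftover ATP · Evaluation – percent inhibition relative to median high and low control wells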
LMPTP block = LMPTP phosphatase inhibitors, primary screen, biochemical, fluorescence intensity, uHTS | AID 651560, 2012 | recombinant LMPTP-A, OMFP fluorogenic substrate | 360,000 compounds, 0.22% hits | inhibition, % at 20 µM;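 active = compounds that cut the enzyme signal by at least half of the control window in the single-dose screen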;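 also: plate controls were DMSO wells with enzyme plus substrate for no effect and substrate without enzyme for full effect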
Target sequence (P24666 whole entry, looked up): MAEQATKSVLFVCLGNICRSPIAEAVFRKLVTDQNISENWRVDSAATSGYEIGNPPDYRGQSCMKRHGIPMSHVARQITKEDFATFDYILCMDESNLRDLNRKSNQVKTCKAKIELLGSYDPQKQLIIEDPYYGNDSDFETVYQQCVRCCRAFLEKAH
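Assay system: LMPTP-A enzyme. Input: 0.625 nM LMPTP-A final. Probe or stimulus: 400 µM OMFP. Compound dosing: single 20 µM dose. Schedule: 50 min dark incubation at room temperature. Detection: fluorescence intensity of OMFP turnover product. Read-out: percent inhibition versus substrate-only and uninhibited controls. Benchmarks: no-enzyme low control, uninhibited high control.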
Active calls of the source: *. Compounds as they come; any-hit rate near 3.9%.

CCN(C(=O)COC(=O)/C=C/c1ccccc1)C1CCCCC1 was read as Rpn11 block inactive, DNMT1 inh 0.0, Scp1 inh -10.4, NadD block -7.7, SUMO1-SIM PPI -8.5, STEP inh -2.6, CSN inh 5.0, MsrA inh -0.8, TbMetRS inhib 0.1 and LMPTP block -1.2.
`CCOC(=O)c1cnn(-c2ncnc3c2oc2ccccc23)c1N` gave Rpn11 block inactive, DNMT1 inh 2.9, Scp1 inh -4.4, NadD block -9.1, SUMO1-SIM PPI 0.9, STEP inh -4.4, CSN inh 2.6, MsrA inh -0.3, TbMetRS inhib 0.1 and LMPTP block -0.2.
`COc1cc(-c2nc3c(c(C)nn3-c3ccccc3)c3cc(OC)c(OC)cc23)ccc1O` gave Rpn11 block inactive, DNMT1 inh -22.0, Scp1 inh 1.7, NadD block -6.2, SUMO1-SIM PPI 3.3, STEP inh -2.3, CSN inh -5.7, MsrA inh -0.7, TbMetRS inhib -1.2 and LMPTP block 0.7.
c1ccc(Oc2cccc(OCCCn3cncn3)c2)cc1 was read as Rpn11 block inactive, DNMT1 inh 0.2, Scp1 inh 1.6, NadD block 0.1, SUMO1-SIM PPI 0.5, STEP inh 0.3, CSN inh -1.2, MsrA inh -1.6, TbMetRS inhib -1.4 and LMPTP block -0.1.
Screening COC(=O)Cn1c(=O)c2c(nc3n2CC(C)CN3c2ccc(C)c(C)c2)n(C)c1=O (configuration not stated) returned Rpn11 block inactive, DNMT1 inh 2.1, Scp1 inh 0.3, NadD block -1.8, SUMO1-SIM PPI 6.3, STEP inh 1.8, CSN inh 2.3, MsrA inh -0.1, TbMetRS inhib -0.8 and LMPTP block 0.5.
`COc1ccc(C(CNc2ccc(S(=O)(=O)N3CCN(C)CC3)cc2[N+](=O)[O-])N(C)C)cc1` (configuration not stated) gave Rpn11 block inactive, DNMT1 inh -1.9, Scp1 inh -1.2, NadD block -5.7, SUMO1-SIM PPI -33.0, STEP inh -0.9, CSN inh 0.7, MsrA inh -0.6, TbMetRS inhib -0.4 and LMPTP block 2.5.
Screening O=C(O)CCC(=O)Nc1cc(C(F)(F)F)cc(C(F)(F)F)c1 returned Rpn11 block inactive, DNMT1 inh 2.1, Scp1 inh -5.0, NadD block 5.8, SUMO1-SIM PPI 44.3*, STEP inh 0.6, CSN inh 1.4, MsrA inh -0.6, TbMetRS inhib -0.6 and LMPTP block 1.3.
For COc1ccccc1CC(=O)Nc1ccc2[nH]ncc2c1 the results were Rpn11 block inactive, DNMT1 inh -0.2, Scp1 inh -5.2, NadD block -1.7, SUMO1-SIM PPI -0.1, STEP inh 0.6, CSN inh 3.7, MsrA inh 0.0, TbMetRS inhib 0.8 and LMPTP block -2.4.
For CC(C)CC(C(=O)NC1CCCC1)N(Cc1ccc2c(c1)OCO2)C(=O)c1snc(C(N)=O)c1N (configuration not stated) the results were Rpn11 block inactive, DNMT1 inh -1.6, Scp1 inh -3.2, NadD block 1.3, SUMO1-SIM PPI -0.7, STEP inh 0.2, CSN inh 2.1, MsrA inh 0.0, TbMetRS inhib -0.5 and LMPTP block -0.4.
`Cc1c(Cl)cccc1NC(=S)NCCc1ccccn1` gave Rpn11 block inactive, DNMT1 inh 3.1, Scp1 inh -7.2, NadD block 1.9, SUMO1-SIM PPI 5.8, STEP inh 1.7, CSN inh 4.9, MsrA inh -0.3, TbMetRS inhib 0.7 and LMPTP block -1.4.
Screening Cc1ccc(CNC(=O)NC23CC4CC(CC(C4)C2)C3)cc1 returned Rpn11 block inactive, DNMT1 inh -2.5, Scp1 inh 0.2, NadD block 0.6, SUMO1-SIM PPI -2.7, STEP inh 2.6, CSN inh 0.1, MsrA inh -1.6, TbMetRS inhib -0.7 and LMPTP block -0.9.
Screening COc1ccccc1NC(=O)CN(c1ccccc1F)S(C)(=O)=O returned Rpn11 block inactive, DNMT1 inh 2.4, Scp1 inh -4.3, NadD block 2.1, SUMO1-SIM PPI 4.8, STEP inh 1.1, CSN inh 3.8, MsrA inh 0.7, TbMetRS inhib 0.0 and LMPTP block -0.5.
O=C(NNC(=O)c1cc(Br)ccc1O)c1csc(N2CCOCC2)n1 was read as Rpn11 block inactive, DNMT1 inh 2.1, Scp1 inh -7.7, NadD block 0.1, SUMO1-SIM PPI 8.4, STEP inh -0.4, CSN inh 1.6, TbMetRS inhib -0.1 and LMPTP block 1.0.
CCN(C(=O)CCCC(=O)N(CC)c1ccccc1)c1ccccc1 was read as Rpn11 block inactive, DNMT1 inh -0.3, Scp1 inh -5.3, NadD block 1.2, SUMO1-SIM PPI 2.8, STEP inh -2.2, CSN inh -3.8, MsrA inh 1.1, TbMetRS inhib -0.1 and LMPTP block -2.5.
C/C(=C\c1cccc(Cl)c1)C(=O)c1c(C)cc(C)[nH]c1=O was read as Rpn11 block inactive, DNMT1 inh 4.1, Scp1 inh -6.8, NadD block -0.4, SUMO1-SIM PPI -2.0, STEP inh -2.9, CSN inh -0.3, MsrA inh 0.9, TbMetRS inhib -1.1 and LMPTP block 2.1.
CC(NC(=O)[C@H](NC(=O)[C@@H]1Cc2ccccc2CN1)c1ccccc1)c1ccccc1 (some centres not stated) was read as Rpn11 block inactive, DNMT1 inh -4.8, Scp1 inh 12.2, NadD block 0.2, SUMO1-SIM PPI 4.4, STEP inh 0.2, CSN inh 4.1, MsrA inh 0.9, TbMetRS inhib -1.5 and LMPTP block -1.7.
`COc1ccc(-n2c(=S)[nH]c3cc(C(=O)NCc4ccccc4OC)ccc3c2=O)c(OC)c1` gave Rpn11 block inactive, DNMT1 inh -2.1, Scp1 inh -11.1, NadD block 9.9, SUMO1-SIM PPI 1.7, STEP inh 2.8, CSN inh 1.0, MsrA inh -0.1, TbMetRS inhib -0.2 and LMPTP block 1.4.
CN(CC(=O)N1CCN(Cc2ccccc2)CC1)C(=O)Cc1cccc2ccccc12 was read as Rpn11 block inactive, DNMT1 inh -0.6, Scp1 inh -2.4, NadD block -0.5, SUMO1-SIM PPI -4.6, STEP inh 2.2, CSN inh -1.2, MsrA inh 0.3, TbMetRS inhib -0.3 and LMPTP block -0.2.
O=C(O)c1ccc(S(=O)(=O)N(Cc2ccccc2)Cc2ccccc2)cc1 was read as Rpn11 block inactive, DNMT1 inh 3.1, Scp1 inh -6.8, NadD block -8.2, SUMO1-SIM PPI 0.9, STEP inh 1.3, CSN inh 4.6, MsrA inh 1.2, TbMetRS inhib -0.8 and LMPTP block -1.0.
`COc1ccc(NC(=O)C(C)SCc2ccccc2)cc1OC` (configuration not stated) gave Rpn11 block inactive, DNMT1 inh 3.3, Scp1 inh -8.3, NadD block -5.0, SUMO1-SIM PPI 3.6, STEP inh 2.2, CSN inh 2.2, MsrA inh 0.2, TbMetRS inhib -0.2 and LMPTP block -1.8.
Screening CCOc1ccccc1C(=O)NCC(=O)OCC(=O)c1c(N)n(C)c(=O)n(C)c1=O returned Rpn11 block inactive, DNMT1 inh 12.5, Scp1 inh -2.2, NadD block -3.1, SUMO1-SIM PPI 2.9, STEP inh 0.0, CSN inh -0.9, MsrA inh 1.5, TbMetRS inhib 0.4 and LMPTP block -0.2.
CCOC(=O)c1oc2ccccc2c1COC(=O)CNC(=O)c1ccccc1 was read as Rpn11 block inactive, DNMT1 inh -1.2, Scp1 inh -7.1, NadD block -1.9, SUMO1-SIM PPI 1.8, STEP inh 0.0, CSN inh -0.1, MsrA inh -1.9, TbMetRS inhib -0.3 and LMPTP block 1.1.
COc1ccc2ccccc2c1C(O)c1nccn1C (configuration not stated) was read as Rpn11 block inactive, DNMT1 inh 62.4*, Scp1 inh -13.8, NadD block 1.0, SUMO1-SIM PPI -18.7, STEP inh -19.6, CSN inh -67.8, MsrA inh 0.7, TbMetRS inhib 0.1 and LMPTP block -1.1.
O=C(O)CCN1C(=O)/C(=C2\C(=O)N(Cc3ccccc3Cl)c3ccccc32)SC1=S was read as Rpn11 block inactive, DNMT1 inh 88.9*, NadD block 10.2, SUMO1-SIM PPI 29.9, STEP inh 98.5*, CSN inh 14.9, MsrA inh -0.1, TbMetRS inhib 2.5 and LMPTP block 80.4*.
`COc1cccc(NC(=O)c2ccc(NC(=O)C(C)C)cc2)c1` gave Rpn11 block inactive, DNMT1 inh -6.7, Scp1 inh -10.4, NadD block -2.9, SUMO1-SIM PPI 2.0, STEP inh -0.3, CSN inh -1.9, MsrA inh 0.8, TbMetRS inhib 0.3 and LMPTP block 0.7.
Cc1cc(C(=O)N2CCC2(C)C(=O)O)c(C)o1 (configuration not stated) was read as Rpn11 block inactive, DNMT1 inh 5.4, NadD block 2.8, SUMO1-SIM PPI -2.0, STEP inh 0.5, CSN inh -1.1, MsrA inh -0.6, TbMetRS inhib 0.3 and LMPTP block -0.9.
